# Pin1 inhibitor: inhibitors of human Pin1; Q13526; Pin1 FP peptide displacement, HiFluor488, 10 min; Potency, µM (highest dose often 115 µM), inactives show at the highest dose activity, negative = inhibition, usual class: inhibitors; actives 0.009% (n = 390,000); active = well fitted inhibition curve with a large enough effect in the polarisation, with a control signal flat, not every such curve was filed as active; inconclusive = small, poorly fitted or top-dose-only effect, or effect the other way, or a change in a side signal; inactive = no such curve, though single readings can be large or run the other way; the % refers to the polarisation; also: potency is read from the fitted curve at half-maximal effect; % is scaled to controls: 0 for no effect and ±100 for the full control effect
# Target sequence (Q13526 whole entry, looked up): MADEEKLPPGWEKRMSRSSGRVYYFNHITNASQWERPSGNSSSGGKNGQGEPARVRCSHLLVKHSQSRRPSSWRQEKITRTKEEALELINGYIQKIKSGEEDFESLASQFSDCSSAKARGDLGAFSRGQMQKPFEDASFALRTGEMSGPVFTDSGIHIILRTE
# TrxR1 substrate: rat thioredoxin reductase 1 substrate activity. O89049. purified TrxR1 substrate turnover, NADPH consumption readout. Potency, µM (top dose mostly 114 µM), for the others: at the top dose activity change, negative = substrate turnover. actives 0.01% (n = 390,000). AID 588456; also: potency is read from the fitted curve at half-maximal effect; % is scaled to controls: 0 for no effect and ±100 for the full control effect; nearly all actives have a fitted effect of over 50% in size
#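 Rat TrxR1, dispensed at 90 nM, was prereduced with 400 uM NADPH (final) for 5 min at ~22 deg C, then incubated with compound 15 min before 400 uM selenite. A first-read NADPH fluorescence drop versus no-compound background flagged substrates.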
# TrxR1 inh: rat TrxR1 inhibition; O89049; recombinant rTrxR1, NADPH fluorescence consumption, selenite substrate; Potency, µM (top dose mostly 114 µM), without a hit: top-dose activity change, negative = inhibition, usual class: inhibitors; actives 1% (n = 390,000); also: potency is read from the fitted curve at half-maximal effect; % is scaled to controls: 0 for no effect and ±100 for the full control effect; nearly all actives have a fitted effect of over 65% in size
#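 Rat TrxR1 (90 nM in the dispensed reagent) was pre-reduced with 400 uM NADPH for 5 min at room temperature, then incubated with compound for 15 min. After 400 uM selenite was added, NADPH fluorescence (Ex 340/Em 450 nm) was followed for 8 min.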
# USP1-UAF1 inh: USP1/UAF1 (human) deubiquitinase inhibition. O94782. recombinant USP1/UAF1, Ub-Rhodamine cleavage fluorescence. Potency, µM (titrated, usually from 57.1 µM), without a hit: at the highest dose activity change, negative = inhibition, usual class: inhibitors. actives 0.23% (n = 390,000). AID 743255; also: potency is read from the fitted curve at half-maximal effect; % is scaled to controls: 0 for no effect and ±100 for the full control effect; nearly all actives have a fitted effect of over 60% in size; inactives centre near -12
#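 In this screen, compounds sit with the deubiquitinase complex (1nM) for 15 min at room temperature before Ub-Rho is added at 150nM final. Fluorescence rise is then followed for 6 reads every 60 seconds.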
# IDH1 R132H inh: inhibitors of human mutant IDH1 R132H; O75874; IDH1-R132H enzyme, NADPH consumption, diaphorase/resazurin fluorescence; Potency, µM (doses to about 76.6 µM), without a hit: top-dose activity change, negative = inhibition, hits mostly inhibitors; actives 0.093% (n = 390,000); AID 602179; also: potency is read from the fitted curve at half-maximal effect; % is scaled to controls: 0 for no effect and ±100 for the full control effect; nearly all actives have a fitted effect of over 65% in size
#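 IDH1-R132H (0.5 ug/mL) preincubated 30 min with compound, then NADPH (0.016 mM) and alpha-KG (2 mM) added; 80 min at RT, pH 7.5. Remaining NADPH coupled via diaphorase/resazurin to fluorescence (540/590 nm); concentration-response curves normalized to no-enzyme control.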
# PI4K2A inh: inhibitors of human PI4K2A; activity change, negative = inhibition, % at 76.9 µM; actives 0.13% (n = 420,000); purified PI4K2A, ADP-Glo luminescence, 1 h; stronger effect = lower value; AID 1346378; in the data active = activity change below about -50%; inconclusive = mostly about -30% to -49%;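 also: -100% = wells without enzyme as full effect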
# Target sequence (Q9BTU6 whole entry, looked up): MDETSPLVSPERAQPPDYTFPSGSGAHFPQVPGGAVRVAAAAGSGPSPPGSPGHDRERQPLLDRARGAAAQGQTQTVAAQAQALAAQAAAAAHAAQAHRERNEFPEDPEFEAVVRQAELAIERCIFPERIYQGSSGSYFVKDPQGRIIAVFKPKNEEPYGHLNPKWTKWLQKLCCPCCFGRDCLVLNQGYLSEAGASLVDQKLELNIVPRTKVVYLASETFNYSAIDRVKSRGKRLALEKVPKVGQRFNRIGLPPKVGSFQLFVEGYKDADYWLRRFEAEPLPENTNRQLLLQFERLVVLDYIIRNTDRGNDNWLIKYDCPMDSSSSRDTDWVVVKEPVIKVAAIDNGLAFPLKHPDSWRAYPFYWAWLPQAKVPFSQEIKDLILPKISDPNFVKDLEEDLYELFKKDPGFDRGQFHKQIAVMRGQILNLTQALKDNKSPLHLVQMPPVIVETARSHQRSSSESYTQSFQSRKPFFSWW
#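 ADP-Glo luminescence measured ADP generated by PI4K2A enzyme (4 ug/mL before mixing) with 1.2 mM PI substrate (pre-mix) and 300 microM ATP (pre-mix). Tris pH7.5 buffer with MgCl2, Triton X-100; 1 h reaction at ambient temperature.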
# Tb PGK inh: T. brucei PGK inhibition; P07378; PGK/GAPDH coupled, Kinase-Glo luminescence, 60 min; Potency, µM (doses to about 57.5 µM), without a hit: top-dose activity change, negative = inhibition, usual class: inhibitors; actives 0.043% (n = 380,000); AID 602233; also: potency is read from the fitted curve at half-maximal effect; % is scaled to controls: 0 for no effect and ±100 for the full control effect; nearly all actives have a fitted effect of over 60% in size
#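 Recombinant glycosomal PGK reaction used 1,3-bisphosphoglycerate generated in-well by GAPDH (100nM final) in 100mM TEA pH 7.6, 5mM MgCl2, 0.01% Tween-20. After 60 minutes at room temperature, ATP was read by Kinase-Glo Plus luminescence end-point.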
# HP1b chromo inh: inhibitors of HP1-beta chromodomain binding to methylated histone tails; actives 0.56% (n = 390,000); AlphaScreen HP1-beta / biotin-H3K9me3 peptide binding; AID 540317; P83916; Potency, µM (doses to about 114 µM), inactives show at the top dose activity change, negative = inhibition, usual class: inhibitors; also: potency is read from the fitted curve at half-maximal effect; nearly all actives have a fitted effect of over 70% in size; inactives centre near 23
# Target sequence (P83916 whole entry, looked up): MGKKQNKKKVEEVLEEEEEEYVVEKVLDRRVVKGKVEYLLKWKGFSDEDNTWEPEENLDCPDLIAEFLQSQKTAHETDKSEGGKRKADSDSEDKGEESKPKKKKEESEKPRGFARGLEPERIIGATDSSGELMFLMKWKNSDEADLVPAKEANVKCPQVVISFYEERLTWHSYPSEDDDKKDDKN
#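 AlphaScreen: HP1-beta (50 nM) preformed 30 min with biotin-H3(1-18)K9me3 peptide (50 nM) in PBS pH 7.4, 0.01% Tween-20. Compound added for 30 min at RT, then streptavidin donor/nickel chelate acceptor beads (10 ug/mL) for 30 min.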
# GLS inh: inhibitors of human glutaminase (GLS). GLS enzymatic activity, qHTS titration. actives 0.21% (n = 410,000). Potency, µM (highest dose often 45.5 µM), without a hit: at the highest dose activity change, negative = inhibition, usual class: inhibitors; also: potency is read from the fitted curve at half-maximal effect; % is scaled to controls: 0 for no effect and ±100 for the full control effect
#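 Read-out is an Amplex red fluorescence increase coupled through glutamate oxidase and HRP, measured before and after 30 min room-temperature incubation. hKGA is in 45 mM KH2PO4 (pH 8.2) with 0.02% Tween-20; glutamine added as 1mM solution.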
# The depositor's hits bear a star; i = inactive; ? = inconclusive; . = not tested or not shown; [ ] = another dose, or the depositor's remark. Unless noted, calls follow the shape of the dose curve; as a rule, active = well fitted curve in the direction sought with a large enough effect; inconclusive = small, poorly fitted or top-dose-only effect, or another doubt; inactive = no such curve, though single readings can be large; an effect the other way counts as inactive or inconclusive.
# The first two compounds as a preview:
SMILES,Pin1 inhibitor,TrxR1 substrate,TrxR1 inh,USP1-UAF1 inh,IDH1 R132H inh,PI4K2A inh,Tb PGK inh,HP1b chromo inh,GLS inh
CCOC(=O)Cc1csc(NC(=S)NC(=O)c2ccc(Cl)cc2)n1,-1%,-4%[57.1 µM],1%[57.1 µM],-11%,-1%,-7,-9%,49%[activator],3%
COc1ccc(NC(=O)N(C)C[C@H]2Oc3c(NC(=O)c4nc5ccccc5s4)cccc3C(=O)N([C@@H](C)CO)C[C@H]2C)cc1,8%,-6%,1%,-23%,2%,0,-6%,?,9%

# The listing, repeating the preview:
SMILES,Pin1 inhibitor,TrxR1 substrate,TrxR1 inh,USP1-UAF1 inh,IDH1 R132H inh,PI4K2A inh,Tb PGK inh,HP1b chromo inh,GLS inh
CCOC(=O)Cc1csc(NC(=S)NC(=O)c2ccc(Cl)cc2)n1,-1%,-4%[57.1 µM],1%[57.1 µM],-11%,-1%,-7,-9%,49%[activator],3%
COc1ccc(NC(=O)N(C)C[C@H]2Oc3c(NC(=O)c4nc5ccccc5s4)cccc3C(=O)N([C@@H](C)CO)C[C@H]2C)cc1,8%,-6%,1%,-23%,2%,0,-6%,?,9%
CN1C(=O)C(c2ccccc2[N+](=O)[O-])C(=O)c2ccccc21 (stereo unspecified),-17%,1%,29%,-12%,0%,-2,-5%,51%[activator],8%
CCOc1ccccc1C(=O)OCC(=O)NCc1ccc2c(c1)OCO2,5%,1%,0%,-18%,0%,0,i,15%,2%
Cc1ccc2c(N)c(C(=O)c3ccccc3)sc2n1,1%,12%[57.1 µM],6%[57.1 µM],-10%,4%,0,-6%,21%,-6%
CCc1cccc(C)c1NS(=O)(=O)c1c(C(=O)N2CCC(C)CC2)c(C)n(C)c1C,2%,-3%[57.1 µM],-3%[57.1 µM],-24%,-21%,7,i,18%,8%
Cn1nnnc1SCC(=O)N1CCN(c2cccc(Cl)c2)CC1,0%,-7%[57.1 µM],15%[57.1 µM],-18%,3%,8,i,24%,-5%
Cc1cccc(NC(=O)CSc2cccc3cccnc23)c1C,2%,40%[activator],37%,-24%,-5%,-2,-2%,22%,-6%
COc1ccc(N(C(=O)c2snc(C(N)=O)c2N)C(C(=O)NC2CCCC2)c2ccco2)c(OC)c1 (stereo unspecified),1%,8%[57.1 µM],18%[57.1 µM],-20%,-22%,-2,5%,-5%,-11%
O=C(Nc1cccc(C(=O)O)c1)/C(=C\c1ccco1)NC(=O)c1ccc(Br)o1,-20%,-7%,?,-24%,-2%,-15,-4%,-31%,-13%
COc1ccc(S(=O)(=O)NCc2ccco2)cc1-c1nnc2c3ccccc3c(C)nn12,-2%,5%,-6%,-16%,7%,2,?,13%,-6%
O=C(Nc1ccc(Cl)cc1C(F)(F)F)C(Sc1nnc(-c2cccs2)o1)c1ccccc1 (stereo unspecified),-1%,-12%,-8%,-13%,6%,1,-15%,?,13%
COc1ccc(C2(C)NC(=O)N(CC(=O)Nc3ccc(S(=O)(=O)N4CCCC4)cc3)C2=O)cc1 (stereo unspecified),3%,-9%,-5%,-21%,5%,5,4%,15%,-17%
CS(=O)(=O)N1CCCC(C(=O)NCc2cccs2)C1 (stereo unspecified),-3%,8%[57.1 µM],10%[57.1 µM],-16%,5%,0,17%,25%,1%
Cc1noc(C)c1COC(=O)COc1ccc(C#N)cc1,-4%,1%,10%,-11%,17%,-1,11%,32%,23%
CN(Cc1ccccc1)C(=O)COC(=O)c1cc(=O)[nH]c2ccccc12,-7%,0%,-14%,-17%,4%,7,-4%,27%,-6%
Cc1ccc2nc(N(Cc3cccnc3)C(=O)c3ccc4c(c3)OCCO4)sc2c1,1%,-2%[57.1 µM],15%[57.1 µM],-24%,5%,1,i,15%[57 µM],-10%
CC1CCN(S(=O)(=O)c2cc(C(=O)N3CCN(c4cccc(Cl)c4)CC3)n(C)c2)CC1,7%,1%[57.1 µM],17%[57.1 µM],-6%,-5%,0,5%,4%[57 µM],-7%
CN(Cc1ccccc1)C(C(=O)NC1CCCCC1)c1ccc(Cl)cc1 (stereo unspecified),1%,7%[2.29 µM],3%,?,16%,1,-3%,15%,3%
CC(NC(=O)C1CCC1)c1ccc(Cl)cc1 (stereo unspecified),-1%,2%,3%,1%,3%,0,1%,42%[activator],-1%
CN(CC(=O)Nc1ccc(F)c(F)c1F)C(=O)C1CCN(C(=O)Nc2ccccc2)CC1,-3%,3%,10%,-12%,1%,3,5%,9%,15%
CCN(CC)S(=O)(=O)c1cccc2c(N(C)C)cccc12,-1%,-1%,2%,-31%,9%,0,-6%,235%[activator],-2%
CCc1ccc(-c2cn3c(n2)sc2cc(C(=O)NCCCc4ccccc4)ccc23)cc1,-6%,12%[11.4 µM],16%,-13%,-8%,-3,-7%,24%,-6%
Cc1ccc(-c2cc(C(=O)N3CCN(c4ncccn4)CC3)c3cc(Br)ccc3n2)o1,36%[activator],15%[57.1 µM],-78%,-9%,2%,-9,-18%,?,?
Cc1cccc(C(C)C)c1NC(=O)CSc1cccc[n+]1[O-],-4%,7%[57.1 µM],15%[57.1 µM],-2%,0%,-1,-1%,10%,0%
CCOc1ccccc1OCCCC(=O)NCCc1ccc(S(N)(=O)=O)cc1,-2%,8%,13%,-7%,12%,0,-10%,16%,11%
CC1CCc2nn(CC(=O)Nc3c(F)cc(F)cc3Br)cc2C1 (stereo unspecified),0%,9%[57.1 µM],14%[57.1 µM],-15%,2%,0,i,48%[activator],1%
Cc1ccc(NC(=O)/C=N/OCC(=O)NCc2ccccc2Cl)cc1,0%,3%,14%,-18%,5%,6,-3%,17%,-6%
CC1=C(C(=O)OC(C)(C)C)C(c2ccco2)C(C#N)=C(N)O1 (stereo unspecified),-3%,3%[57.1 µM],-15%,-10%,4%,-1,.,11%,23%
COc1ccc(Nc2ncc(C(=O)Nc3ccc(F)cc3F)c3ccccc23)cc1,3%,-7%,-8%,-26%,16%,-5,-7%,46%[activator],0%
O=C(COC(=O)/C=C/c1cccc(C(F)(F)F)c1)NCCN1C(=O)CSC1=O,-1%,-7%,-10%,1%,-4%,-2,0%,28%,-6%
CC(C(=O)OCC(=O)c1ccc([N+](=O)[O-])cc1)N1C(=O)C2C3C=CC(C3)C2C1=O (stereo unspecified),2%,-2%,6%,-4%,5%,2,-2%,-1%,4%
Cc1cccc(C(=O)Nc2cccc3cccnc23)c1,8%,0%,-2%,-18%,5%,-4,-8%,89%[activator],-11%
O=C(Nc1ccc(F)c(F)c1)C1CCCN1S(=O)(=O)c1ccc(F)cc1 (stereo unspecified),-4%,2%,15%,-11%,8%,3,-3%,32%,-12%
COC(=O)c1cnn(-c2cc(Oc3ccccc3)ncn2)c1N,6%,-3%,-4%,0%,4%,-13,0%,9%,6%
Cc1cc(C)n2cc(CSCc3ccccc3)nc2n1,3%,182%[activator],-18%,-13%,-1%,-3,-2%,37%,3%

# Part of the list above, with two lines to a compound:
# Values run as follows: Pin1 inhibitor	TrxR1 substrate	TrxR1 inh	USP1-UAF1 inh	IDH1 R132H inh	PI4K2A inh	Tb PGK inh	HP1b chromo inh	GLS inh
- COC(=O)c1cnn(-c2cc(Oc3ccccc3)ncn2)c1N
    6%	-3%	-4%	0%	4%	-13	0%	9%	6%
- CN(Cc1ccccc1)C(=O)COC(=O)c1cc(=O)[nH]c2ccccc12
    -7%	0%	-14%	-17%	4%	7	-4%	27%	-6%
- CCc1cccc(C)c1NS(=O)(=O)c1c(C(=O)N2CCC(C)CC2)c(C)n(C)c1C
    2%	-3%[57.1 µM]	-3%[57.1 µM]	-24%	-21%	7	i	18%	8%
- Cc1cccc(NC(=O)CSc2cccc3cccnc23)c1C
    2%	40%[activator]	37%	-24%	-5%	-2	-2%	22%	-6%

# Carrying on:
SMILES,Pin1 inhibitor,TrxR1 substrate,TrxR1 inh,USP1-UAF1 inh,IDH1 R132H inh,PI4K2A inh,Tb PGK inh,HP1b chromo inh,GLS inh
CC(C)c1ccc(/C=N/NC(=O)C(=O)NCCCN2CCOCC2)cc1,-1%,-4%,13%,-11%,-7%,-1,-3%,38%,8%
COC(=O)c1cn(CCC#N)nc1-c1ccc2ccccc2c1,-2%,-10%[57.1 µM],-15%[57.1 µM],-5%,-1%,-3,-2%,22%,-3%
O=C(NC1CC1)C1CCN(S(=O)(=O)c2cc(Cl)ccc2Cl)CC1,-7%,0%[57.1 µM],0%[57.1 µM],-22%,-7%,2,3%,26%,-4%
O=C(CNC(=O)c1sc2ccccc2c1Cl)NCc1cccc(C(F)(F)F)c1,10%,4%,24%,-21%,0%,4,-6%,45%[activator],-4%
Cc1scc(C(=O)Nc2ccon2)c1-c1ccccc1,0%,8%,8%,-18%,-2%,-2,-5%,27%,-4%
O=C(Nc1nc2c(s1)CCCC2)c1ccc2ncsc2c1,7%,-7%,15%,-23%,4%,-2,-1%,-3%,6%

# High-throughput results: PubChem, National Center for Advancing Translational Sciences (NCATS)

# Not all compounds are listed, so the mix of outcomes need not match the whole.
